Compound activity as filed in PubChem BioAssay.
PhoP GFP inhibition – PhoP regulon inhibitors, Salmonella typhi PhoP promoter GFP reporter, confirmatory (AID 1850); Salmonella Typhi PhoP-promoter GFP reporter, fluorescence, 4 h; higher % means a stronger effect; inhibition, % at 50 µM, or IC50 in µM where a hit was titrated; 0.33% of 310,000 active; in the data active = a potency from the dose series; inconclusive = inhibition mostly from about 25% at the one dose, without a potency; inactive = the rest, 99 in 100 with inhibition below about 19%;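 also: 0% = induced wells with vehicle and 100% = uninduced wells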
M. tuberculosis HTS – M. tuberculosis growth inhibition, HTS (AID 449762); 0.59% of 330,000 active; M. tuberculosis H37Rv growth inhibition, 7H9 media; higher % means a stronger effect; one-dose inhibition, % at 25 µM; IC50 in µM for titrated hits; in the data active = a potency from the dose series; inconclusive = inhibition above about 70% without an active follow-up result;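 also: bacterial growth assessed after seven days of incubation; strong numbers were not always called active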
H1N1 NS1A inhibition – H1N1 influenza NS1A inhibitors, functional cell based assay (AID 504329). NS1A functional cell-based assay, percent inhibition; higher % means a stronger effect. inhibition, % at 12.5 µM, or IC50 in µM where a hit was titrated. 0.3% of 340,000 active; in the data active = a potency from the dose series; inconclusive = inhibition above about 27% without an active follow-up result; also: strong numbers were not always called active
inhibitors of VEEV – inhibitors of VEEV TC-83 cytopathic effect, confirmation, Vero cells (AID 588727). Vero cells, VEEV TC-83 cytopathic effect inhibition; higher % means a stronger effect. 0.13% of 350,000 active. one-dose inhibition, % at 20 µM; IC50 in µM for titrated hits; in the data active = a potency from the dose series; inconclusive = inhibition mostly from about 14% at the one dose, without a potency; inactive = the rest, 99 in 100 with inhibition below about 12%; also: strong numbers were not always called active
M. tuberculosis – growth inhibition of non-replicating M. tuberculosis (AID 488890) | Mycobacterium tuberculosis non-replicating, growth inhibition; higher % means a stronger effect | inhibition, % at 25 µM, or IC50 in µM where a hit was titrated | 0.39% of 320,000 active; in the data active = a potency from the dose series; inconclusive = inhibition mostly from about 82% at the one dose, without a potency; inactive = the rest, 99 in 100 with inhibition below about 76%;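 also: plate controls were DMSO cells for no effect and high antibiotic wells for full effect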
inhibitors of VEEV 10K pilot screen – second read-out of inhibitors of VEEV, no call of its own (marks repeat the call); inhibition, %; measured here: 10K pilot screen inhibition
* marks the source's active call; other numbers are inactive results; i = inactive; ? = inconclusive; . = no result given.

SMILES	PhoP GFP inhibition	M. tuberculosis HTS	H1N1 NS1A inhibition	inhibitors of VEEV	M. tuberculosis	others
CC(C)NC(=O)Nc1ccc2c(c1)C(=O)N([C@@H](C)CO)C[C@@H](C)[C@@H](CN(C)S(=O)(=O)c1ccc(F)cc1)O2	.	4%	10%	0.3%	26%
COC(=O)C1CCN(c2ccc(C(N)=O)cc2[N+](=O)[O-])CC1	1%	7%	-1%	3.0%	36%
Cc1ccccc1NC(=O)CC1(c2ccc(N(C)C)cc2)C(=O)c2ccccc2C1=O	0%	-2%	1%	9.1%	18%
CC(CCCC(C)(C)O)NCCO (stereo not drawn)	1%	7%	-1%	0.5%	-3%
O=C(NC(=S)NNC(=O)c1cnccn1)c1ccc(Cl)cc1	10%	-1%	3µM*	13%	-12%
Cc1nnc(NC(=O)c2nn(CC(C)C)c(=O)c3ccccc23)s1	9%	0%	-4%	0.9%	22%
CCc1cccc(CC)c1NC(=O)CN1CCN(S(=O)(=O)c2ccccc2)CC1	-7%	-16%	-1%	2.9%	-4%
CC1=C(C(=O)OC(C)C)C(c2cccc([N+](=O)[O-])c2)n2c(cc(=O)[nH]c2=S)N1 (stereo not drawn)	0%	8%	-2%	2.1%	-6%
S=c1[nH]nc(-c2cccnc2)n1/N=C/c1cccs1	-16%	-9%	2%	i	-6%
CCc1[nH]c(=O)c(C#N)c2c1CSC(C)(C)C2	-5%	-7%	2%	2.0%	-8%
COc1ccc(N2CCN(C(=O)CN(c3cccc(OC)c3)S(=O)(=O)c3ccccc3)CC2)cc1	-3%	-23%	14%	3.9%	4%
O=C(CS(=O)(=O)c1ccccc1)NCc1ccco1	-3%	-4%	0%	1.4%	-9%
CSCCC(NC(=O)c1cncc(Br)c1)C(=O)O (stereo not drawn)	-5%	-1%	1%	2.4%	3%
CN(CCC#N)C(=O)COC(=O)c1ccccc1C(=O)c1ccc(Cl)c([N+](=O)[O-])c1	1%	0%	9%	0.4%	29%	inhibitors of VEEV 10K pilot screen=4.4
c1ccc(-c2onc(-c3ccco3)c2-c2ccc3[nH]ccc3c2)cc1	-6%	2%	-4%	0.1%	16%	inhibitors of VEEV 10K pilot screen=4.4
O=C(NC(=O)N1CCCCCC1)c1ccccc1	-2%	-26%	-2%	0.6%	-8%
COc1ccc(N2C(=O)CCC(C(=O)O)C2c2ccc(OC)c(OC)c2)cc1 (stereo not drawn)	2%	-2%	5%	i	14%
Cc1cc(CNC(=O)C2(C(F)(F)F)CC(CCCO)CCCO2)nn1C (stereo not drawn)	-2%	-4%	8%	0.6%	-29%
CCOc1cc(/C=C(/C#N)c2ccc(F)cc2)ccc1OCc1ccc(C(=O)O)o1	-8%	69%	-1%	0.7%	10%
Cc1cc(C)cc(NC(=O)C2(c3ccccc3)CC2(Cl)Cl)c1 (stereo not drawn)	-2%	58%	-4%	i	65%
COc1ccccc1N1C(=O)NC(=O)/C(=C/c2ccc3c4c(cccc24)CC3)C1=O	-9%	-18%	5%	i	6%
CCCn1c(SCC(=O)/C(C#N)=C(\C)N)n[nH]c1=O	8%	-3%	3%	0.3%	-23%
CCN(CC)CCNC(=S)Nc1ccc2nc3n(c(=O)c2c1)CCCCC3	-6%	-3%	-6%	0.6%	-3%
O=C(O)CCc1nc(-c2ccccc2)c(-c2ccccc2)o1	-8%	6%	.	.	-1%
COc1ccc(OC(=O)COc2ccc(Cl)cc2)cc1	-6%	6%	-1%	i	70%
COc1cc(OC)c(OC)cc1CCC(C)NCCC(c1ccccc1)c1ccccc1 (stereo not drawn)	-1%	22µM*	27%	i	?
Nc1nn(-c2ccccc2Cl)cc1-c1nn[nH]n1	3%	0%	8%	0.3%	4%
Cc1cc(C)n(-c2c(F)c(F)c(CN3CCOCC3)c(F)c2F)n1	0%	4%	7%	0.8%	-1%
Cc1cc(N2CCN(C)CC2)nc(=S)[nH]1	1%	-12%	4%	i	-3%
Cn1c(Sc2ccc(C(=O)O)cc2[N+](=O)[O-])nnc1-c1ccccc1	7%	-2%	4%	0.7%	-8%
COC(=O)c1ccc(C2/C(=C(\O)c3ccc4c(c3)OCCO4)C(=O)C(=O)N2CCCN(C)C)cc1 (stereo not drawn)	8%	-6%	2%	i	-6%	inhibitors of VEEV 10K pilot screen=0.1
Cc1ccc(CNC(=O)c2ccccc2NC(=O)CN2CCN(C)CC2)cc1	-7%	4%	-23%	0.1%	-13%
Cc1ccc(C(=O)NC2CC2)cc1S(=O)(=O)N1CCOCC1	.	-4%	-5%	2.6%	-2%
Cc1nccnc1Sc1ccccc1	3%	-6%	17%	0.8%	-5%
CNC1=C(N(C(C)=O)c2ccc(Br)cc2)C(=O)c2ccccc2C1=O	27%	-2%	9%	i	?
O=C(CN1C(=O)S/C(=C\c2cccs2)C1=O)Nc1ccc(C(=O)O)c(O)c1	-36%	2%	-2%	8.6%	65%
O=C(O)CCC(=O)N1CCc2cc(S(=O)(=O)NC3CCCc4ccccc43)ccc21 (stereo not drawn)	-6%	-4%	4%	0.5%	10%
COC(=O)c1ccccc1NC(=O)c1cncc(Br)c1	-9%	-2%	-4%	0.1%	60%
NCC(O)c1cc(O)c(O)cc1F (stereo not drawn)	-23%	19%	5%	i	3%
COC(=O)C1=C(c2cc3ccccc3o2)C[C@@H]2CC[C@H]1N2C(=O)NCCCOC(C)C	0%	-4%	9%	i	10%
COc1cccc(S(=O)(=O)Nc2cccnc2)c1	-9%	-4%	-3%	0.8%	-5%
COc1ccc(/C=C(/NC(=O)c2ccccc2)C(=O)N/N=C/c2ccncc2)cc1	-1%	4%	3%	i	12%
N=c1n(CCO)c2ccccc2n1CCN1CCCCC1	3%	-2%	-3%	i	-6%
CCCCN1C(=O)/C(=C2/Sc3ccc(Cl)cc3N2CC)SC1=S	-5%	1%	.	.	16%
Cc1cccc(S(=O)C(c2ccccc2)c2ccccc2)c1 (stereo not drawn)	.	.	-4%	0.3%	.
COc1ccccc1CC(=O)NCc1nn(-c2ccccc2)nc1C	2%	5%	-16%	0.2%	-5%
O=C(OCc1nc2ccccc2s1)c1ccc(Br)s1	-12%	?	-2%	2.7%	?
CCCCCn1c(=O)[nH]c2cc(C(=O)N3CCN(c4ccccc4F)CC3)ccc2c1=O	-12%	1%	10%	i	14%
CC(=O)NC1=NN(C(C)=O)C(C)(c2ccccn2)S1 (stereo not drawn)	-7%	-5%	8%	1.1%	-6%
Clc1ccc(C2=CSC3=NCCN23)cc1Cl	15%	0%	3%	3.0%	27%
CC(=O)Nc1ccc(NC(=O)COC(=O)/C=C/c2ccc3c(c2)OCO3)cc1	.	-2%	-11%	5.5%	-8%
COc1ccc(C(=O)Nc2ccccc2C(=O)NC(Cc2ccc(O)cc2)C(=O)NNC(=O)c2ccccc2Cl)cc1 (stereo not drawn)	-8%	-1%	3%	8.9%	-10%
O=C(CCc1nc2ccccc2c(=O)[nH]1)Nc1ccc(Cl)c(Cl)c1	-8%	24%	6%	1.8%	-21%
O=C(Nc1ccc2c(c1)OCCO2)c1cccc(Br)c1	11%	-1%	0%	0.7%	-2%
O=C(CCCCCN1C(=O)c2ccccc2C1=O)Nc1ccccc1F	7%	-2%	-23%	0.8%	3%
N#Cc1ccc(CSc2ncnc3c2cnn3Cc2ccccc2)cc1	-7%	7%	2%	1.5%	73%
CC1=NNC(=O)C1CC(=O)N/N=C/c1cccs1 (stereo not drawn)	1%	5%	4%	i	-4%
O=C(NCc1ccco1)C(c1cccnc1)N(C(=O)Cn1nnc2ccccc21)c1ccc(F)cc1 (stereo not drawn)	21%	-2%	3%	0.1%	-4%
CN(CCC#N)S(=O)(=O)c1ccc2c(c1)c(=O)n(C)c(=O)n2C	-15%	-9%	4%	0.6%	-6%
NC(=O)c1nc(-c2ccco2)nc2c1[nH]c(=O)n2-c1ccc(Cl)c(Cl)c1	-15%	-4%	5%	i	-10%
(list continues)
SMILES	PhoP GFP inhibition	M. tuberculosis HTS	H1N1 NS1A inhibition	inhibitors of VEEV	M. tuberculosis	others
Clc1ccc(CN2CCNCC2)cc1	0%	-5%	1%	i	-11%
Cc1cc(C)c(S(=O)(=O)NCC2CCC(C(=O)NCc3ccccn3)CC2)c(C)c1 (stereo not drawn)	1%	6%	4%	0.2%	22%
CC(C)c1ccc(-c2nn(-c3ccccc3)cc2C(=O)NCC2CCCO2)cc1 (stereo not drawn)	-2%	94%	-6%	7.7%	22%
CC(=O)c1cccc(NC2c3ncccc3C(=O)N2Cc2ccco2)c1 (stereo not drawn)	3%	-4%	1%	2.2%	-1%
Cc1cc(C(=O)OCC(=O)Nc2c(F)cccc2F)c(C)n1C1CC1	.	.	-11%	1.7%	.
CCCCn1c(SCC(=O)Nc2nnc(C)s2)nnc1-c1ccncc1	-9%	-7%	-3%	0.4%	-3%
CCOC(=O)c1ccc(NC(=O)NCc2ccn(CC)n2)cc1	-8%	11%	-6%	i	9%
CC1CCN(c2ccccc2NC(=O)c2ccc(F)cc2)CC1	-4%	10%	0%	i	67%
Cc1nc(NC(N)=S)sc1C(=O)Nc1ccccc1	-4%	-3%	-4%	2.9%	16%
CNc1nc(-c2ccc(OC)cc2)c(-c2ccc(OC)cc2)s1	5%	6%	11%	0.3%	20%
COc1ccc(-c2nnc3sc(-c4ccccc4OC)nn23)cc1	-17%	3%	-2%	5.3%	0%
Cc1cc2nc(-c3cccnc3SCC(=O)NC3CC3)[nH]c2cc1C	5%	1%	.	.	-7%
Cc1c(/C=N/NC(=O)c2cccnc2)c2ccccc2n1Cc1ccccc1	1%	4%	.	0.8%	-6%
CC(=NCCCN(C)C)C1=C(O)c2ccccc2C1=O	3%	-6%	-23%	0.1%	-2%
C1CCC2(CC1)C1=C(CCCC1)Nc1nnnn12	3%	1%	0%	0.6%	9%
CCC(C)[C@@H](N)C(=O)N/N=C/c1cccc2nccnc12 (stereo partly drawn)	7%	-2%	.	.	-9%
Cc1cccc(NCC(=O)c2c(N)n(C)c(=O)n(C)c2=O)c1C	1%	0%	6%	3.1%	-6%
Cc1cc(=O)n2c(n1)NC(=NCc1ccccc1)NC2c1ccccc1 (stereo not drawn)	-7%	-3%	.	1.3%	8%
CCN(CC)S(=O)(=O)c1ccc(C(C)NC(=O)Cc2c[nH]c3ccccc23)cc1 (stereo not drawn)	-6%	-2%	-10%	1.0%	16%
CCn1c(SCC(=O)N(C)CC(=O)Nc2cccc(OC)c2)nnc1-c1ccco1	5%	-14%	-3%	1.1%	-8%
Cc1ccc(-c2noc(CSc3nnc(-c4ccccc4)n3C)n2)cc1	-4%	-4%	0%	1.2%	65%	inhibitors of VEEV 10K pilot screen=0.4
Cc1ccc(NC(=O)N2Cc3ccccc3CC2C(=O)NC(C)(C)C)cc1 (stereo not drawn)	3%	-5%	-14%	0.2%	-4%
COc1ccc(S(N)(=O)=O)cc1C(=O)N1CCCC1	15%	-3%	-6%	i	-7%
CCOC(=O)c1[nH]c(=S)n(Cc2ccccc2)c1C(=O)OCC	.	.	1%	1.3%	.
CC(=O)OC(C(=O)NC1CCCCC1)c1ccc(C#N)cc1 (stereo not drawn)	14%	-6%	19%	0.5%	-6%
CCc1cccc(NC(=O)CN(C)S(=O)(=O)c2cccc3cccnc23)c1	-4%	-1%	10%	2.5%	12%
C=CC[C@@H](CC(=O)NCCO)C(=O)N[C@@H](COC(=O)[C@@H](CC=C)Cc1ccc(F)cc1)Cc1c[nH]c2ccccc12	.	9%	-3%	0.5%	30%
CCOC(=O)c1cc2c(ccn2C)n1CC(=O)N(Cc1ccccc1)c1ccc(F)cc1	-6%	14%	19%	0.1%	32%

An excerpt of the results above, for reference:
SMILES	PhoP GFP inhibition	M. tuberculosis HTS	H1N1 NS1A inhibition	inhibitors of VEEV	M. tuberculosis	others
Cc1ccc(-c2noc(CSc3nnc(-c4ccccc4)n3C)n2)cc1	-4%	-4%	0%	1.2%	65%	inhibitors of VEEV 10K pilot screen=0.4
Cc1ccc(NC(=O)N2Cc3ccccc3CC2C(=O)NC(C)(C)C)cc1 (stereo not drawn)	3%	-5%	-14%	0.2%	-4%
COc1ccc(S(N)(=O)=O)cc1C(=O)N1CCCC1	15%	-3%	-6%	i	-7%
CCOC(=O)c1[nH]c(=S)n(Cc2ccccc2)c1C(=O)OCC	.	.	1%	1.3%	.
CC(=O)OC(C(=O)NC1CCCCC1)c1ccc(C#N)cc1 (stereo not drawn)	14%	-6%	19%	0.5%	-6%
CCc1cccc(NC(=O)CN(C)S(=O)(=O)c2cccc3cccnc23)c1	-4%	-1%	10%	2.5%	12%
